Bfl-1 Bim block – inhibitors of Bim binding to Bfl-1, primary screen, biochemical, multiplexed, bead-based flow cytometry; hit rate 0.12% among 190,000; Bcl-2-related protein A1 (Homo sapiens), Q16548; inhibition, % at 10 µM; Bim-Bfl-1 binding inhibition;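 note: 0% = wells without compound plus tracer and 100% = blocker peptide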
Bim-Mcl-1 – inhibitors of Bim peptide binding to Mcl-1, primary screen, biochemical, bead-based flow cytometry, multiplex; Bim peptide-Mcl-1 binding; inhibition, % at 10 µM; hit rate 0.1% among 190,000;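 note: 0% = no compound tracer wells and 100% = peptide blocker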
Target sequence (Q07820 whole entry, looked up): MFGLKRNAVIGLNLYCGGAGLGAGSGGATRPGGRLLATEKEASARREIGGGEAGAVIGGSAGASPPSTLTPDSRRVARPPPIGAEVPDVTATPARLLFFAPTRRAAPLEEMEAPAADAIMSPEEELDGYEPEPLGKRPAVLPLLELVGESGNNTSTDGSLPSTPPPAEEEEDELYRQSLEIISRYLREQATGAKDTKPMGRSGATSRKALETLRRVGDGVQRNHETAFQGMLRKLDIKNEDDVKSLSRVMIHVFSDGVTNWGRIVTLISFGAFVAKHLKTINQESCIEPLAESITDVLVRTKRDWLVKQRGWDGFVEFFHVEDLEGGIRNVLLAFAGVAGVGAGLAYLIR
Bcl-XL Bim block – inhibitors of Bim-Bcl-XL binding, primary screen, biochemical, multiplexed, bead flow cytometry, human Bcl-XL; inhibition, % at 10 µM; Bim peptide-Bcl-XL binding, fluorescence; hit rate 0.04% among 190,000; AID 1007, 2008; Bcl-2-like protein 1 (Homo sapiens), Q07817
Mcl1-Bid inh – Mcl-1/Bid binding inhibitors, primary screen, biochemical, TR-FRET, 1536-well; Induced myeloid leukemia cell differentiation protein Mcl-1 (Homo sapiens), Q07820; TR-FRET Mcl-1/Bid-Dy647 peptide binding; inhibition, % at 21.7 µM; hit rate 0.97% among 220,000; AID 1021, 2008;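 active = compounds that cut the binding signal by more than half at the single screening dose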;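 note: His-tagged Mcl-1 with europium anti-His antibody binding Bid BH3 peptide; 0% = Mcl-1 plus peptide wells and 100% = peptide-only wells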
Bim-Bcl-2 – inhibitors of Bim-Bcl-2 binding, primary screen, biochemical, multiplexed, human Bcl-2 family; AID 950, 2007; Apoptosis regulator Bcl-2 (Homo sapiens), P10415; hit rate 0.06% among 190,000; Bead-based flow cytometry, Bim peptide-Bcl-2 binding; inhibition, % at 10 µM; in the data active = inhibition above about 40%; inconclusive = no clear call, values can overlap the other calls;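 note: 0% = no compound wells with probe peptide and 100% = reference peptide inhibitor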
RGS8-Gao – RGS8-Galphao binding modulators, primary screen, biochemical, multiplexed bead flow cytometry. Guanine nucleotide-binding protein G(o) subunit alpha (Homo sapiens), P09471. actives lie on both sides. response (percent of control binding), % at 10 µM. hit rate 0.34% among 220,000. AID 1423, 2008; in the data active = response below about 60% or above about 140%; inactive = in between;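 note: Galphao activated as the GDP aluminium fluoride complex binding bead-coupled RGS8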
Target sequence (P09471 whole entry, looked up): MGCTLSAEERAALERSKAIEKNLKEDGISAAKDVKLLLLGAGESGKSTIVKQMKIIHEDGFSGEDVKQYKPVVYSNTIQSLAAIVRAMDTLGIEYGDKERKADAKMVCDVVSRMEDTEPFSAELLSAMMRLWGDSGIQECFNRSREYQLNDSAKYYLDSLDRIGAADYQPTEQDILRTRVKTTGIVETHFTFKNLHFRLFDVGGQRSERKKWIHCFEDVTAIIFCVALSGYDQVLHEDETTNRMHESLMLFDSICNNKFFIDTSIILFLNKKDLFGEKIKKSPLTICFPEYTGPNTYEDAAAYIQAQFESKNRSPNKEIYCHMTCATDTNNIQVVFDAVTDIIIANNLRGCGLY
Mcl1-Noxa inh – Mcl-1/Noxa binding inhibitors, primary screen, biochemical, TR-FRET, 1536-well | Induced myeloid leukemia cell differentiation protein Mcl-1 (Homo sapiens), Q07820 | TR-FRET Mcl-1/Noxa peptide binding, 2 h | inhibition, % at 21.7 µM | hit rate 1.5% among 220,000 | AID 1022, 2008;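 active = compounds that cut the protein-peptide binding signal by more than 50% relative to plate controls in a single-dose test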;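 note: His-tagged Mcl-1 with rhodamine Noxa BH3 peptide and terbium anti-His antibody; 0% = Mcl-1 plus Noxa peptide wells and 100% = peptide-only wells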
RGS4-Gao reg – modulators of RGS4 binding to Galphao, primary screen, biochemical, multiplexed bead flow cytometry. Guanine nucleotide-binding protein G(o) subunit alpha (Homo sapiens), P09471. actives lie on both sides. binding response (% of control), % at 10 µM. hit rate 0.33% among 220,000. AID 1415, 2008; in the data active = binding response below about 49% or above about 150%; inactive = in between;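 note: fluorescent Galphao activated with aluminum fluoride binding bead-coupled RGS4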
Bcl-B Bim block – inhibitors of Bim-Bcl-B binding, primary screen, biochemical, multiplexed, human Bcl-2 family; bead-based flow cytometry, Bim peptide-Bcl-B binding; inhibition, % at 10 µM; hit rate 0.073% among 190,000; AID 951, 2007;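 note: 0% = tracer peptide without compound and 100% = reference inhibitor peptide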
RGS7-Gao reg – RGS7-Galphao binding modulators, primary screen, biochemical, multiplexed bead flow cytometry | Guanine nucleotide-binding protein G(o) subunit alpha (Homo sapiens), P09471 | actives lie on both sides | binding response (% of control), % at 10 µM | hit rate 0.35% among 220,000 | AID 1439, 2008; in the data active = binding response below about 49% or above about 150%; inconclusive = no clear call, values can overlap the other calls; inactive = in between;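 note: fluorescent Galphao held in activated GDP-AlF4 state binding bead-coupled RGS7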
Bim-Bcl-W – inhibitors of Bim binding to Bcl-W, primary screen, biochemical, multiplexed, bead-based flow cytometry | Bcl-2-like protein 2 (Homo sapiens), Q92843 | Bim peptide-Bcl-W binding | inhibition, % at 10 µM | hit rate 0.02% among 190,000 | AID 952, 2007;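 note: 0% = bound tracer without compound and 100% = peptide blocker; higher means less fluorescent Bim peptide bound to Bcl-W beads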
Target sequence (Q92843 whole entry, looked up): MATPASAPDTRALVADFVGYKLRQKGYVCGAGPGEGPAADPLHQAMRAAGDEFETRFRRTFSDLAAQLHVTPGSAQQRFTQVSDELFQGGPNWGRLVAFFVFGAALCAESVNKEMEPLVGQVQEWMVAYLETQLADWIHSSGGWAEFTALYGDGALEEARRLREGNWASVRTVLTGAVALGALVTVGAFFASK
* marks the source's active call; other numbers are inactive results; u = inconclusive; x = not tested or not shown; [ ] = remark or other dose. Cut-off read from the data, not from the text of the source, unless noted: active = inhibition above about 40%. Random draw from the library; about 2.7% have a hit in one of these screens.

Every second line gives: Bfl-1 Bim block | Bim-Mcl-1 | Bcl-XL Bim block | Mcl1-Bid inh | Bim-Bcl-2 | RGS8-Gao | Mcl1-Noxa inh | RGS4-Gao reg | Bcl-B Bim block | RGS7-Gao reg | Bim-Bcl-W
> CS(=O)(=O)N1CCCC(C(=O)N2CCOCC2)C1 (centres undefined)
    -1 | -1 | -1 | -15 | -2 | 98 | -12 | 94 | -2 | 94 | -5
> CC(=O)Nc1ccccc1N(CC(O)Cn1c2ccccc2c2ccccc21)S(=O)(=O)c1ccc(C)cc1 (centres undefined)
    7 | 9 | 10 | -5 | 0 | 99 | 7 | 100 | 5 | 102 | 9
> COc1ccc(S(=O)(=O)N2CCOCC2)cc1NC(=O)Cn1nnc2ccccc2c1=O
    2 | -5 | 0 | -2 | -1 | 100 | 13 | 102 | 3 | u | 0
> O=C(NCCc1ccccc1)C(=O)N/N=C/c1ccc2c(c1)OCO2
    0 | -4 | 0 | -18 | -3 | 98 | 0 | 98 | 0 | 102 | 0
> O=c1[nH]c2cc3c(cc2cc1CN(Cc1ccccc1)Cc1nnnn1Cc1ccco1)OCCO3
    5 | -1 | 0 | 1 | -3 | 93 | 27 | 89 | -6 | 90 | -2
> CC1(C)CC(NC(=O)c2sc3cc(Cl)ccc3c2Cl)CC(C)(C)N1
    -4 | 1 | 0 | -19 | -1 | 98 | 18 | 99 | -1 | u | 2
> CCOC(=O)c1sc(=NC(=O)c2ccc(C)cc2)n(C)c1C
    -7 | 0 | -3 | -18 | -2 | 105 | -26 | 102 | -3 | 105 | 0
> CC12CN3CC(C)(CN(C1)C3c1ccc([N+](=O)[O-])o1)C2=O (centres undefined)
    -10 | -1 | -5 | -19 | -4 | 102 | 3 | 99 | -5 | 96 | 0
> Cc1ccc(-c2csc(NC(=S)NC(=O)c3cc4ccccc4o3)n2)cc1
    1 | 4 | 2 | -4 | -2 | 136 | 8 | 109 | 1 | 113 | 0
> CC(C)CC(COCc1ccc([N+](=O)[O-])cc1)N1CCN(C(=O)c2ccc(C(F)(F)F)cc2)CCC1=O (centres undefined)
    3 | 0 | -3 | -3 | 1 | 96 | -11 | 98 | 0 | 97 | 2

Next part, starting with the last 2 of the part before.
Every second line gives: Bfl-1 Bim block | Bim-Mcl-1 | Bcl-XL Bim block | Mcl1-Bid inh | Bim-Bcl-2 | RGS8-Gao | Mcl1-Noxa inh | RGS4-Gao reg | Bcl-B Bim block | RGS7-Gao reg | Bim-Bcl-W
> Cc1ccc(-c2csc(NC(=S)NC(=O)c3cc4ccccc4o3)n2)cc1
    1 | 4 | 2 | -4 | -2 | 136 | 8 | 109 | 1 | 113 | 0
> CC(C)CC(COCc1ccc([N+](=O)[O-])cc1)N1CCN(C(=O)c2ccc(C(F)(F)F)cc2)CCC1=O (centres undefined)
    3 | 0 | -3 | -3 | 1 | 96 | -11 | 98 | 0 | 97 | 2
> CC1CC(C)CN(c2ncnc3c2cnn3-c2ccc(Cl)cc2)C1 (centres undefined)
    -3 | -2 | -5 | 1 | -4 | 100 | -7 | 101 | -10 | 100 | -6
> N#Cc1ccc(OCC(=O)N2CCN(S(=O)(=O)c3cccs3)CC2)cc1
    -16 | -6 | -12 | -18 | -12 | 100 | 5 | 102 | -11 | 115 | -1
> COc1cc(/C=C/C(=O)OCC(=O)NC(=O)NC(C)C)cc(S(=O)(=O)N2CCc3ccccc32)c1OC
    -5 | -2 | -3 | -17 | -6 | 101 | 3 | 101 | -4 | u | -2
> Cc1ccc(C)c(N2CCN(S(=O)(=O)c3ccc4c(c3)OCCO4)CC2)c1
    -1 | 0 | -3 | -22 | 0 | 101 | 14 | 100 | -2 | 102 | -2
> COc1ccc(C(=O)NC(=S)Nc2ccccc2[N+](=O)[O-])cc1OC
    -1 | 0 | -3 | 1 | -3 | 102 | 24 | 102 | -4 | 105 | 5
> CCCCCc1ccc(C(=O)CCCC)c(=S)[nH]1
    -4 | 0 | -5 | -33 | -5 | 100 | 7 | 102 | -4 | 102 | -3
> COC(=O)c1ccc(OC(=O)c2cccnc2)cc1
    -16 | -1 | -3 | -12 | -1 | 102 | -13 | 100 | -6 | 103 | -2
> COc1nc(-c2ccccc2)cc(-c2ccccc2)n1
    -18 | -3 | -4 | -18 | -9 | 98 | 3 | 133 | -9 | 207*[activator] | -3
> COc1ccccc1C(=O)n1nc(-c2ccccc2)nc1NCc1ccco1
    -13 | -3 | 0 | -6 | -12 | 100 | 0 | 100 | -9 | 98 | 0
> CCOC(=O)N1CCN(C(=O)/C=C/c2ccc3c(c2)OCO3)CC1
    -14 | -4 | -6 | -11 | -7 | 99 | 0 | 99 | -10 | 102 | -5
> C=CCOc1ccc(/C=N/NC(C)=O)cc1OCC
    1 | 0 | 3 | -1 | -2 | 110 | 12 | 105 | 0 | 106 | -4
> COCCN(C(=O)CSc1nnc(-c2cccc(OC)c2)n1C)c1c(N)n(Cc2ccccc2)c(=O)[nH]c1=O
    -5 | -2 | -1 | -28 | -6 | 101 | 5 | 99 | -2 | 101 | -1
> Cc1nc2c(-c3ccc(F)cc3)c(C)nn2c(C)c1CCC(=O)Nc1ccccc1F
    x | x | x | 22 | x | 100 | 35 | 103 | x | u | x
> COc1nn(CC(=O)N2N=C(C)CC2(O)C(F)(F)F)cc1[N+](=O)[O-] (centres undefined)
    5 | 1 | 4 | -12 | 13 | 101 | -11 | 100 | 1 | 102 | -1
> Cn1cccc1CC(=O)N/N=C/c1cc([N+](=O)[O-])ccc1Cl
    -7 | 0 | 0 | -68 | 0 | 104 | 22 | 97 | 0 | 98 | -1
> Cc1nonc1NC(=O)CSc1nc(CCC2CCCC2)nc2ccccc12
    x | x | x | -28 | x | 100 | 7 | 100 | x | u | x
> CCOC(=O)N1CCN(C(=O)c2cnn3c(C(F)(F)F)cc(-c4cccs4)nc23)CC1
    -5 | 1 | 0 | -38 | -3 | 103 | 0 | 102 | -1 | u | -1
> COc1ccc(-c2coc3cc(O)cc(O)c3c2=O)cc1OC
    x | x | x | 16 | x | 100 | 19 | 101 | x | u | x
> COc1ccc(CCNC(=O)CSCc2n[nH]c(=O)[nH]2)cc1OC
    -19 | -3 | -4 | 5 | -11 | 101 | -1 | 100 | -10 | 98 | 0
> Cc1cc(C)cc(OCc2ccc(C(=O)N3N=C(C(F)F)CC3(O)C(F)F)o2)c1 (centres undefined)
    -5 | -1 | -7 | 32 | -3 | 104 | 17 | 103 | -3 | 105 | 0
> Cc1cccc(NC(=O)c2ccccc2NC(=O)CCC(=O)O)c1
    -2 | -5 | -6 | -1 | -2 | 104 | 20 | 98 | -5 | 98 | -2
> O=C(N/N=C/C(Br)=C\c1ccccc1)c1n[nH]c2c1CCC2
    1 | 1 | -1 | -33 | 2 | 98 | -21 | 101 | 1 | 99 | 3
> CNS(=O)(=O)c1cccc(C(=O)OCC(=O)Nc2ccccc2F)c1
    0 | 0 | -3 | 6 | 0 | 102 | 19 | 99 | -3 | 98 | -2
> O=C(Nc1ccccc1)c1ccc(S(=O)(=O)N(CCO)CCO)cc1
    -10 | -1 | 1 | -1 | -4 | 98 | -2 | 95 | -3 | 103 | 1
> COc1ccc(C2(C(=O)Nc3c(C)n(C)n(-c4ccccc4)c3=O)CCCC2)cc1OC
    4 | -5 | -7 | -5 | -3 | 100 | -7 | 102 | -4 | 103 | -4
> CCOc1ccc(N2C(=O)CC(N3CCOCC3)C2=O)cc1 (centres undefined)
    -9 | -12 | -1 | -13 | -11 | 97 | 2 | 99 | -9 | 98 | 0
> CCSc1nc(O)cc(=O)n1CC
    -3 | 3 | 2 | -15 | 3 | 106 | 6 | 108 | 1 | 103 | 4
> O=C(O)C1CC=CCC1C(=O)N1CCCC1 (centres undefined)
    -10 | 0 | -4 | -13 | -7 | 102 | 30 | 101 | -8 | 99 | 1
> CCOC(=O)Cn1c(=O)c2c(nc(Br)n2Cc2ccccc2Cl)n(C)c1=O
    -5 | -2 | -7 | 0 | -3 | 104 | 1 | 104 | -2 | 106 | -1
> COc1ccc(CSc2nc(C)cc(=O)[nH]2)cc1
    13 | 2 | 4 | 6 | 10 | 103 | 9 | 103 | 5 | 99 | -2
> O=C(O)CCc1ccc(-c2ccc(F)cc2)n1NC(=O)c1ccco1
    -11 | 0 | -1 | -25 | -6 | 102 | 18 | 93 | -8 | 96 | 0

Among those listed so far, these have a furan ring, fused or not:
Every second line gives: Bfl-1 Bim block | Bim-Mcl-1 | Bcl-XL Bim block | Mcl1-Bid inh | Bim-Bcl-2 | RGS8-Gao | Mcl1-Noxa inh | RGS4-Gao reg | Bcl-B Bim block | RGS7-Gao reg | Bim-Bcl-W
> O=c1[nH]c2cc3c(cc2cc1CN(Cc1ccccc1)Cc1nnnn1Cc1ccco1)OCCO3
    5 | -1 | 0 | 1 | -3 | 93 | 27 | 89 | -6 | 90 | -2
> CC12CN3CC(C)(CN(C1)C3c1ccc([N+](=O)[O-])o1)C2=O (centres undefined)
    -10 | -1 | -5 | -19 | -4 | 102 | 3 | 99 | -5 | 96 | 0
> Cc1ccc(-c2csc(NC(=S)NC(=O)c3cc4ccccc4o3)n2)cc1
    1 | 4 | 2 | -4 | -2 | 136 | 8 | 109 | 1 | 113 | 0
> COc1ccccc1C(=O)n1nc(-c2ccccc2)nc1NCc1ccco1
    -13 | -3 | 0 | -6 | -12 | 100 | 0 | 100 | -9 | 98 | 0
> Cc1cc(C)cc(OCc2ccc(C(=O)N3N=C(C(F)F)CC3(O)C(F)F)o2)c1 (centres undefined)
    -5 | -1 | -7 | 32 | -3 | 104 | 17 | 103 | -3 | 105 | 0
> O=C(O)CCc1ccc(-c2ccc(F)cc2)n1NC(=O)c1ccco1
    -11 | 0 | -1 | -25 | -6 | 102 | 18 | 93 | -8 | 96 | 0
